TDP-43 yeast inh: qHTS of TDP-43 Inhibitors | TDP-43 expressing yeast growth rescue, BacTiter-Glo, 24 h | Potency, µM (top dose mostly 46.1 µM), for the others: at the highest dose growth rescue (activation), most hits filed as activators | 410,000 compounds, 1.8% hits | AID 652104, 2013; also: potency is read from the fitted curve at half-maximal effect; % of control where 0% means no effect; nearly all actives have a fitted effect of over 50% in size
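Cell-based yeast growth screen: TDP-43 expression induced in galactose, inoculum OD600=0.02 after raffinose pregrowth to mid-log. Read-out BacTiter-Glo luminescence at 24 hr, 30 deg C; inhibition of toxicity seen as signal increase.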
GLP-1R inv ag: qHTS of GLP-1 Receptor Inverse Agonists (Inhibition Mode); Glucagon-like peptide 1 receptor (Homo sapiens), P43220; HEK293 GLP-1R CRE-luciferase, luminescence, 24 h; GLP-1R form is constitutively active; Potency, µM (highest dose often 38.3 µM), without a hit: top-dose activity change, negative = inhibition, usual class: inhibitors; 410,000 compounds, 1.6% hits; AID 624417, 2012; also: potency is read from the fitted curve at half-maximal effect; % is scaled to controls: 0 for no effect and ±100 for the full control effect; nearly all actives have a fitted effect of over 55% in size
Target sequence (P43220 whole entry, looked up): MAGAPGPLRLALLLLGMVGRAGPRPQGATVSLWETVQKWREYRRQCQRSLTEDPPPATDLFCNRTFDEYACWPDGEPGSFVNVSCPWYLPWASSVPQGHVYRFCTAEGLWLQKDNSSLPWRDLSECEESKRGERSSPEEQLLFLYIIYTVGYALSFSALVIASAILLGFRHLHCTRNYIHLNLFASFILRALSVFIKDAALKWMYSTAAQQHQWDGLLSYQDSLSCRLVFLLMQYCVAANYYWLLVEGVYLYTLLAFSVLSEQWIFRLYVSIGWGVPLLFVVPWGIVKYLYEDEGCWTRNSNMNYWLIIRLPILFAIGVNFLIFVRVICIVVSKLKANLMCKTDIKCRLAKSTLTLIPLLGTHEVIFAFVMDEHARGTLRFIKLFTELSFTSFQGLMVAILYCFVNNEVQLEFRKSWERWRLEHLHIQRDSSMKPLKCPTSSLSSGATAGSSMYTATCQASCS
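qHTS in 1536-well format: reporter HEK293 cells expressing constitutive GLP-1R activity in DMEM + 10% Nu serum, 24 hr with compounds at 37 deg C, luminescence read after 12 min with detection reagent.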
aSyn yeast inh: qHTS of alpha-syn Inhibitors | Potency, µM (doses to about 46.1 µM), for the others: at the top dose growth rescue (activation), hits mostly activators | AID 652106, 2013 | 370,000 compounds, 0.14% hits | Yeast expressing alpha-synuclein, growth rescue, BacTiter-Glo, 24 h; also: potency is read from the fitted curve at half-maximal effect; % of control where 0% means no effect; nearly all actives have a fitted effect of over 65% in size
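Readout is rescue of growth in alpha-synuclein-expressing yeast, so inhibitors of toxicity appear as activators. Growth after 24 hr at 30 deg C in galactose medium is quantified by luminescence.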
Abeta yeast res: qHTS for compounds that reverse cellular toxicity of Amyloid beta (A-beta) peptide in yeast: Primary Screen; yeast expressing A-beta42, growth rescue, OD600, 48 h; response scale: 0% DMSO, 100% iron-clioquinol control; Potency, µM (doses to about 46.1 µM), inactives show at the top dose growth rescue, actives largely listed as activators; 410,000 compounds, 0.063% hits; AID 1347071, 2019; also: potency is read from the fitted curve at half-maximal effect; nearly all actives have a fitted effect of over 55% in size
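Growth rescue measured by 600 nm absorbance after 48 h yeast culture at 30 C with compound. Values normalized between DMSO and an equimolar ferric chloride plus clioquinol control.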
FUS yeast rescue: qHTS for Suppressors of FUS Proteinopathy: Primary screen using FUS-linked yeast assay. 390,000 compounds, 0.24% hits. AID 1347120, 2019. S. cerevisiae FUS-expressing, growth rescue, OD600, 24 h. Potency, µM (doses to about 76.6 µM), for the others: at the top dose growth rescue (activation), most hits filed as activators;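 also: potency is read from the fitted curve at half-maximal effect; plate controls were DMSO vehicle for no effect and reference control for full effect; nearly all actives have a fitted effect of over 55% in size; some results filed as inactive show a strong effect at the top dose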
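Toxicity suppression screen in FUS-yeast. Cells induced with 2% galactose, starting OD 0.005, treated 24hr at 30C with compounds at multiple final concentrations; growth by OD600.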
GLP1R cytotox: qHTS of GLP-1 Receptor Inverse Agonists: Cytotox Screen; HEK293 cAMP-luciferase reporter cells, luminescence, 24 h; Potency, µM (series often up to 38.3 µM), without a hit: at the top dose activity change, negative = inhibition, most hits filed as inhibitors; 410,000 compounds, 0.13% hits;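 also: loss of luciferase light is scored as toxicity; potency is read from the fitted curve at half-maximal effect; % is scaled to controls: 0 for no effect and ±100 for the full control effect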
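Compound-treated cells are incubated 24 hr at 37 deg C under 5% CO2 after a 12 hour attachment period, then luciferase detection reagent is added and luminescence is measured following 12 min at room temperature; lowered signal indicates toxicity.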
pAkt inh: HTS Assay for Inhibitors of Akt Phophorylation: Primary Screen; AID 651550, 2012; Neuro2A IGF-stimulated pAkt S473 HTRF, 20 min; hits give low values; 360,000 compounds, 0.32% hits; activity change, % for hits at 50 µM; in the data active = activity change below about -80%; inconclusive = mostly about -51% to -80%; also: % is scaled to controls: 0 for no effect and ±100 for the full control effect
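Neuro2A cells (4,500/well, DMEM with 0.5% FBS) were treated with compound at a single 50 µM final concentration, stimulated with 6 nM IGF for 20 min at 37 °C, and lysed. Phospho-Akt Ser473 was read by HTRF as 665/615 ratio ×10^4.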
Mm-Cpn inhibitor: Inhibitors of TCP-1 ring complex (TRiC) of Methanococcus maripaludis (MmCpn): qHTS | Chaperonin Mm-Cpn (Methanococcus maripaludis) | 330,000 compounds, 0.031% hits | purified Mm-Cpn ATPase, ADP Transcreener TR-FRET | Potency, µM (highest dose often 76.9 µM), without a hit: at the highest dose activity, negative = inhibition, hits mostly inhibitors; also: potency is read from the fitted curve at half-maximal effect; % is scaled to controls: 0 for no effect and ±100 for the full control effect; nearly all actives have a fitted effect of over 80% in size
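ATPase read-out: TR-FRET ADP immunoassay (anti-ADP Eu cryptate vs ADP-d2), ex 320 nm, em 590/665 nm; signal drops as ADP forms. Enzyme 25 nM, ATP 10 uM, 30 min at 37°C after 10 min compound preincubation.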
PTHR1 agonist: qHTS for PTHR1 Agonists: Primary Screen; Parathyroid hormone/parathyroid hormone-related peptide receptor (Homo sapiens), Q03431; HEK293 GP2 PTHR1 cells, GloSensor cAMP luminescence, 1 h; Potency, µM (top dose mostly 115 µM), without a hit: top-dose activation, hits mostly activators; 410,000 compounds, 0.075% hits; AID 743266, 2014; also: potency is read from the fitted curve at half-maximal effect; nearly all actives have a fitted effect of over 55% in size; some results filed as inactive show a strong effect at the top dose; inactives centre near -15; many of its hits are not listed in these tables
Target sequence (Q03431 whole entry, looked up): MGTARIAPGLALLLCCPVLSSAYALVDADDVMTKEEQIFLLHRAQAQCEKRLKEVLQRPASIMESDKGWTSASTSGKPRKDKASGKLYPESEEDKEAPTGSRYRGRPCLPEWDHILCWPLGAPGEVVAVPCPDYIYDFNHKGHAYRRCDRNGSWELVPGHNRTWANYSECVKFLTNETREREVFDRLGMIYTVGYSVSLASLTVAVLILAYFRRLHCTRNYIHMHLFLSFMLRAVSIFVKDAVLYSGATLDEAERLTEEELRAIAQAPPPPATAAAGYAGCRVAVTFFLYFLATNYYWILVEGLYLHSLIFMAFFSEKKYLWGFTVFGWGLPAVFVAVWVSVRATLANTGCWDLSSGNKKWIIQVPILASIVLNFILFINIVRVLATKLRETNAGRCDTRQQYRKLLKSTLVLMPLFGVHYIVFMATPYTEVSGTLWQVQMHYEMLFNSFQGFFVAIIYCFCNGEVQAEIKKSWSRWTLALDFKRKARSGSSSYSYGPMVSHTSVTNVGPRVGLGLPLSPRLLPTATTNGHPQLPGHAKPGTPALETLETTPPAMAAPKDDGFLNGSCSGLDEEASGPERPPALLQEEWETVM
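HEK-293-derived GP2 cells expressing PTHR1 and a GloSensor cAMP reporter, 3,000/well, plated overnight, given luciferin plus IBMX (each 0.5 mM as added) for 1 h at 37 °C, then compound for 1 h at 37 °C. Luminescence was read after 15 min at room temperature.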
The depositor's hits bear a star; i = inactive; ? = inconclusive; nt = no result given; & = joins results of further samples; [ ] = another dose, or the depositor's remark. Unless noted, calls follow the shape of the dose curve; as a rule, active = well fitted curve in the direction sought with a large enough effect; inconclusive = small, poorly fitted or top-dose-only effect, or another doubt; inactive = no such curve, though single readings can be large; an effect the other way counts as inactive or inconclusive. Not all compounds are listed; the hit share may differ from the screen's.

SMILES	TDP-43 yeast inh	GLP-1R inv ag	aSyn yeast inh	Abeta yeast res	FUS yeast rescue	GLP1R cytotox	pAkt inh	Mm-Cpn inhibitor	PTHR1 agonist
CC1CCCN(c2nc3c(c(=O)[nH]c(=O)n3C)n2CCSc2nc3ccccc3o2)C1 (configuration not stated)	6%	10%	1%	-11%	0%	-2%	i	1%	i
O=[N+]([O-])c1cccc(C(=Nc2ccccc2)NO)c1	-3%	1%	8%	15%	-3%	-12%	i	1%	-23%
O=C(CNC(=O)c1cccs1)OCC(=O)c1ccccc1Cl	6%	7%	25%	-3%	-3%	9%	i	0%	i
Cc1cccc(C)c1NC(=O)CNC(=O)C12CC3CC(CC(O)(C3)C1)C2	-6%	24%	-4%	11%	-2%	3%	i	-2%	-13%
O=C(c1cc(C2CCCCN2C(=O)OCCF)on1)N1CCOCC1 (configuration not stated)	-8%	23%	-3%	-14%	-12%	3%	i	nt	-3%
COc1ccc(CN2CCc3nc(Nc4ccccc4)ncc3C2)c(OC)c1OC	10%	?	-2%	4%	9%	-13%	nt	nt	-36%[inhibitor]
CCc1cccc(NC(=O)CSc2nnc(-c3cc4occc4n3C)n2-c2ccccc2C)c1	16%	?	nt	6%	29%	4%	nt	nt	i
CC1CCN(CCCn2c(=S)[nH]c3ccc(N4CCOCC4)cc3c2=O)CC1	17%	3%	-5%	7%	20%	-16%	i	0%	-1%[57.5 µM]
COc1ccc(S(=O)(=O)Nc2c(C)cccc2C)cc1-n1cnnn1	-4%	6%	0%	-1%	8%	-10%	i	-1%	i
O=C(CCC(=O)c1cccs1)OCc1ccc([N+](=O)[O-])cc1	11µM*	-12%	0%	3%	-13%	-9%	i	-6%	-13%
CCOC(=O)c1nn(-c2ccc(Cl)cc2)c2nc(-c3ccc(C)cc3)c(C#N)c(=O)n12	-2%	3%	12%	8%	1%	-3%	i	-3%	i
CCC1CCCCN1CCCNC(=O)C1CCN(c2nnc(-n3cccc3)s2)CC1 (configuration not stated)	17%	7%	0%	-9%	-4%	1%	i	1%	-1%
Cc1ccc(Sc2ncccc2[N+](=O)[O-])cc1	?	?	15%	10%	9%	-2%	i	0%	-18%
COc1cccc(-c2cc(C(=O)NCc3ccccc3)[nH]n2)c1	?	-25%	nt	7%	-22%	0%	nt	nt	-12%
CCCCN(Cc1cc2ccccc2[nH]c1=O)C(=O)c1cccc(Cl)c1	22%	3%	nt	-9%	-13%	1%	nt	nt	-41%[inhibitor]
CCOC(=O)C1CCCN(C(=O)c2ccc3c(c2)sc2nc(-c4cccc(OC)c4)cn23)C1 (configuration not stated)	7%	4%	nt	-10%	22%	4%	nt	nt	-90%[inhibitor]
C=CCc1ccc(OCCCCNC2CCCC2)c(OC)c1	-19%	?	0%	-3%	-5%	-6%	i	2%	i
CC/C(=N/NC(=O)c1ccc2c(c1)OCO2)c1ccccc1O	11%	?	2%	-13%	3%	-28%	i	nt	-18%
Cc1ccc(C(=O)COC(=O)COc2ccc(C)c(C)c2)cc1	-7%	24%	7%	4%	7%	5%	i	1%	-5%
CC1CCN(S(=O)(=O)c2ccc(NC(=O)CN3CCCC3)cc2)CC1	17%	1.8µM*	-1%	-2%	0%	7%	i	-5%	i
O=C(O)CC(=O)Nc1ccccc1	-14%	-5%	-4%	-9%	-9%	-5%	i	1%	i
CCCS(=O)(=O)NC(=O)C1(C)CCCN(C(=O)c2ccc(OC)cc2OC)C1 (configuration not stated)	7%	27%	-2%	-4%	-18%	-18%	i	nt	-2%
CC(=O)Nc1ccc(NC(=O)C(C)OC(=O)C2CCCC2)cc1 (configuration not stated)	12%	3%	-2%	-1%	13%	2%	i	-2%	-4%
COc1ccccc1N1CC(C(=O)OCC(=O)Nc2cc(C)on2)CC1=O (configuration not stated)	-25%	28%	1%	-5%	18%	-3%	i	-1%	i
CCN(C(=O)COC(=O)c1cccc(C)c1[N+](=O)[O-])c1c(N)n(Cc2ccccc2)c(=O)[nH]c1=O	14%	4%	1%	-7%	-1%	-1%	i	0%	i

Quoted at random: 2 compounds from above.
SMILES	TDP-43 yeast inh	GLP-1R inv ag	aSyn yeast inh	Abeta yeast res	FUS yeast rescue	GLP1R cytotox	pAkt inh	Mm-Cpn inhibitor	PTHR1 agonist
CC(=O)Nc1ccc(NC(=O)C(C)OC(=O)C2CCCC2)cc1 (configuration not stated)	12%	3%	-2%	-1%	13%	2%	i	-2%	-4%
CC1CCN(CCCn2c(=S)[nH]c3ccc(N4CCOCC4)cc3c2=O)CC1	17%	3%	-5%	7%	20%	-16%	i	0%	-1%[57.5 µM]

(cont.)
SMILES	TDP-43 yeast inh	GLP-1R inv ag	aSyn yeast inh	Abeta yeast res	FUS yeast rescue	GLP1R cytotox	pAkt inh	Mm-Cpn inhibitor	PTHR1 agonist
CCCn1nc(Oc2nc(NCC)nc(NC(C)C)n2)ccc1=O	6%	26%	2%	0%	0%	-12%	i	0%	i
CC(C)C1NC(C(=O)O)Cc2c1[nH]c1ccccc21 (configuration not stated)	nt	-3%	2%	-19%	14%	-1%	i	-9%	-43%[inhibitor]
CCC(C)NS(=O)(=O)c1ccc(NC(=O)Cc2ccc(OC)cc2)cc1 (configuration not stated)	-6%	18%	-2%	-4%	-2%	2%	i	3%	i
CSc1ccccc1C(=O)C1CCCN(C(=O)c2cc(C(C)C)no2)C1 (configuration not stated)	-4%[0.397 µM]	-13%	8%	1%	11%	-12%	i	1%	-35%[inhibitor]
Cc1ccc(CNc2ccc(N3C(=O)CC(C)C3=O)cc2[N+](=O)[O-])cc1 (configuration not stated)	?	-13%	-2%	8%	nt	?	i	0%	-25%
Cc1ccc(NC(=O)CN(c2ccc(C)cc2)S(=O)(=O)c2cccc3nonc23)cc1	18%&37%	?	7%	9%&6%	20%&37%	6%&-13%	i	-2%	i
CCCn1nnnc1NCc1ccccc1OCc1cccs1	-4%	-17%	22%	10%	3%	0%	i	-1%	i
Cc1cc(Br)c(NC(=O)COC(=O)CC2CC3CCC2C3)c(Br)c1 (configuration not stated)	-9%	0%	-5%	-11%	29%	22%	i	-1%	i
O=C1COc2ccc(C(=O)CCl)cc2N1	5%[1.82 µM]	29%	-20%	-8%	13%	1%	i	1%	-32%[inhibitor]
CC(=O)c1ccc(N2CCN(C(=S)NCc3ccco3)CC2)cc1	4%	23%	9%	18%	-30%	-5%	i	-2%	-38%[inhibitor]
O=C(CN1CCN(S(=O)(=O)c2ccc(Cl)cc2)CC1)Nc1ccc2c(c1)CCC2	2%	-2%	14%	6%	nt	5%	i	1%	-24%
CCOC(=O)C1CCN(c2ncnc3c2cnn3-c2ccccc2)CC1	?	8%	6%	1%	18%	4%	i	-2%	-27%
COc1ccccc1NC(=S)NCc1ccco1	-5%	-21%	1%	-4%	-19%	3%	i	1%	-8%
Cc1ccc2nc(N(CCCN(C)C)C(=O)CN3C(=O)c4ccccc4C3=O)sc2c1	11%	-19%	7%	nt	?	-27%	i	-5%	-9%
CCn1cc(CN2CCC(C(=O)Nc3ccc(Oc4cccnc4)cc3)CC2)cn1	20%	-16%	0%	2%	nt	10%	i	0%	-9%
Cc1ccc(-c2nc(N)n(C(=O)c3cccnc3)n2)cc1	7%	13%	-5%	13%	-4%	6%	i	-1%	-2%
COCCN(C(=O)Cc1cccs1)C(C(=O)NC1CCCC1)c1cc(OC)c(OC)c(OC)c1 (configuration not stated)	-28%	7%	-13%	-2%	17%	19%	i	3%	7%
C[C@H](NC(=O)c1nc[nH]c1C(=O)NCC(=O)OCc1ccccc1)C(=O)OC(C)(C)C	7%	3%	8%	5%	9%	-9%	i	0%	-1%
COc1cccc(Nc2nnc(SCC(=O)N3CC(C)OC(C)C3)s2)c1 (configuration not stated)	-8%	-4%	12%	19%	16%	0%	i	-2%	-21%[57.5 µM]
O=C(COc1ccccc1[N+](=O)[O-])Nc1ccc(-c2nc3ccccc3s2)cc1	10%	17%	nt	-23%	8%	-2%	nt	nt	-27%
O=C(O)CCCCCN=C1CCc2ccccc2N1	-12%	2%	-4%	9%	22%	3%	nt	3%	-6%[57.5 µM]
CCCc1cc(C(N)=O)c(NC(=O)c2ccoc2C)s1	?	0%	0%	-7%	33%	2%	i	-3%	-5%[57.5 µM]
Nc1ccc2nc(NC(=O)C3CCCCC3)sc2c1	18%	-24%	11%	-1%	-1%	-11%	i	2%	-24%
CC(C)(C)c1ccc(-c2nc(C#N)c(NCc3cccnc3)o2)cc1	4%	-7%	-15%	-7%	36%	-20%	i	-1%	i
CC(=O)Nc1ccc(NC(=O)CCSCCc2ccccn2)cc1	-4%&-13%	-11%&5%	-5%	1%&-6%	-1%&9%	-2%&10%	i	-2%	-18%
N#Cc1ccc(OCC(=O)N2CCN(S(=O)(=O)c3cccs3)CC2)cc1	-5%	5%	-3%	-1%	4%	-18%	i	-3%	-13%[57.5 µM]
CCC(=O)Oc1ccc(C(=O)Nc2ccc([N+](=O)[O-])cc2)cc1	10%	?	-3%	2%	-16%	-11%	i	-2%	-37%[inhibitor]
Cc1cc(-c2nnc(CCC(=O)NCc3ccc(F)c(F)c3)o2)no1	-4%	21%	9%	-1%	-13%	-1%	i	-1%	i
